# L3MBTL1 block: qHTS Assay for the Inhibitors of L3MBTL1; Potency, µM (top dose mostly 57.1 µM), without a hit: at the top dose activity, negative = inhibition, usual class: inhibitors; Lethal(3)malignant brain tumor-like protein 1 (Homo sapiens), Q9Y468; hit rate 0.66% among 230,000; AlphaScreen L3MBTL1–H3K9me1 peptide binding; note: nearly all actives have a fitted effect of over 60% in size
# Target sequence (Q9Y468 whole entry, looked up): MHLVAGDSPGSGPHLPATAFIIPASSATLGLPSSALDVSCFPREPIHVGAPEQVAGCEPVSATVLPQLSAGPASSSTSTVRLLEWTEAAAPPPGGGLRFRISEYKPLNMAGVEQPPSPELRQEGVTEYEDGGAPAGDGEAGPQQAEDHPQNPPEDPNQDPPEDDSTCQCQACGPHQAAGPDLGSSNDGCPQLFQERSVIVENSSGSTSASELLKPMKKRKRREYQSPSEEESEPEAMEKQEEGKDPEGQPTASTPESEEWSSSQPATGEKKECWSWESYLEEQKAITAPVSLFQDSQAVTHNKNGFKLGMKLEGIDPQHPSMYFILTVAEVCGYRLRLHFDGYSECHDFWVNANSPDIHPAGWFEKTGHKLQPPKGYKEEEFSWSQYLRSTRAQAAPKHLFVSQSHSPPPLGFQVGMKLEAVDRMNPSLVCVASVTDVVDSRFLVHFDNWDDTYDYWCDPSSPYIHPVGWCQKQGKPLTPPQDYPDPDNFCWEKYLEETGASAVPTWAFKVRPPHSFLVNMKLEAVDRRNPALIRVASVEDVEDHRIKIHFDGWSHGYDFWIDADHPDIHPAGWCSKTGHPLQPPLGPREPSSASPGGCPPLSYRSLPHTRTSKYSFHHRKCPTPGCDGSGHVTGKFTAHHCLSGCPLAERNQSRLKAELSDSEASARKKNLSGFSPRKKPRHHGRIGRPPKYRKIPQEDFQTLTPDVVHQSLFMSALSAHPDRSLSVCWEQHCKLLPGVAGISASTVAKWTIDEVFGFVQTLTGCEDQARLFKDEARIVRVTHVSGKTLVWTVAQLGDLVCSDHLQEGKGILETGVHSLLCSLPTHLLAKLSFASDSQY
#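 AlphaScreen assay: L3MBTL1 (50 nM final) was preincubated 30 min at room temperature with biotinylated H3(1-15)K9me1 peptide (75 nM final), then 30 min with library compounds; streptavidin donor and nickel chelate acceptor beads (10 ug/mL final) added, 30 min dark.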
# ALDH1A1 inh: qHTS Assay for Inhibitors of Aldehyde Dehydrogenase 1 (ALDH1A1); Potency, µM (top dose mostly 75.3 µM), inactives show top-dose activity, negative = inhibition, hits mostly inhibitors; Purified ALDH1A1, NADH fluorescence, propionaldehyde substrate; Aldehyde dehydrogenase 1A1 (Homo sapiens), P00352; hit rate 7.3% among 220,000; active = well fitted inhibition curve with a large enough effect, not every such curve was filed as active; inconclusive = small, poorly fitted or top-dose-only effect, or another doubt; inactive = no such curve, though single readings can be large or run the other way;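 note: plate controls were no enzyme wells and a reference inhibitor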
# Tau ThT inhib: qHTS for Inhibitors of Tau Fibril Formation, Thioflavin T Binding; Microtubule-associated protein tau (Homo sapiens), P10636; recombinant tau K18 P301L, heparin-induced fibrillization, ThT fluorescence; Potency, µM (top dose mostly 57.4 µM), for the others: at the top dose activity, negative = inhibition, hits mostly inhibitors; hit rate 2.1% among 270,000; note: nearly all actives have a fitted effect of over 55% in size
# Target sequence (P10636 561-689 P618L limits assumed): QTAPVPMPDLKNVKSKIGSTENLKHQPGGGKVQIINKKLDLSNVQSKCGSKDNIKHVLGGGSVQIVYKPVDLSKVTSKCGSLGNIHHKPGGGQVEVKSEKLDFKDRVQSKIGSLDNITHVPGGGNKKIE
#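 Recombinant human tau K18 fragment […] carrying P301L, 15 uM unlabeled plus 0.24 uM Alexa 594-labeled, was fibrillized with 20 uM heparin in 100 mM sodium acetate pH 7 for 6 hr at 37 C; 30 uM ThT fluorescence read after 1 hr.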
# TRb SRC2 PPI: qHTS for Inhibitors of the Interaction of Thyroid Hormone Receptor and Steroid Receptor Coregulator 2. Thyroid hormone receptor beta (Homo sapiens), P10828. TRbeta-SRC2 peptide binding, fluorescence polarization; receptor liganded with 1 µM T3. Potency, µM (highest dose often 106 µM), for the others: at the highest dose activity change, negative = inhibition, most hits filed as inhibitors. hit rate 0.065% among 280,000. AID 1469, 2008;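 note: plate controls were bound peptide for no effect and peptide without receptor for full effect; nearly all actives have a fitted effect of over 50% in size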
#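 TRb LBD 0.6 uM + Texas Red SRC2 peptide 20 nM, 1 uM T3, Tris buffer w/ 5% DMSO; compound pinned, 5 h RT; FP read ex 555/em 632; normalized to unbound and bound controls.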
# Tau FP inhib: qHTS for Inhibitors of Tau Fibril Formation, Fluorescence Polarization; K18 P301L tau heparin fibrillization, Alexa594 FP, 6 h; Microtubule-associated protein tau (Homo sapiens), P10636; AID 1468, 2008; Potency, µM (top dose mostly 57.7 µM), for the others: at the highest dose activity, negative = inhibition, most hits filed as inhibitors; hit rate 0.39% among 280,000; note: nearly all actives have a fitted effect of over 55% in size
#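 Recombinant K18 P301L […], labeled with Alexa 594 at 0.24 uM over 15 uM unlabeled; heparin inducer 20 uM final; 37 C, 6 hr; FP endpoint.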
# Tau fluor cs: Counterscreen qHTS for Inhibitors of Tau Fibril Formation, Fluorescence Polarization; Potency, µM (series often up to 57.7 µM), without a hit: top-dose activity change, negative = decrease; hit rate 0.93% among 280,000; AID 1463, 2008; tau K18 P301L (four-repeat tau fragment) Alexa594 fluorescence, heparin fibrillization; note: nearly all actives have a fitted effect of over 55% in size
#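 Human K18 P301L tau (15 uM unlabeled plus 0.24 uM Alexa 594-labeled, final) in 100 mM sodium acetate pH 7 was mixed with compound and 20 uM heparin and incubated 6 hr at 37 C.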
# GLA spleen mod: qHTS Assay for Inhibitors and Activators of Human alpha-Galactosidase From Spleen Homogenate; Alpha-galactosidase A (Homo sapiens), P06280; human spleen homogenate, 4MU-alpha-Gal fluorescence, 40 min; Potency, µM (highest dose often 80 µM), inactives show top-dose activity change, negative = inhibition, usual class: inhibitors; hit rate 0.008% among 240,000; AID 2107, 2009;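 note: 0% = enzyme with vehicle and -100% = no enzyme basal signal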
#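 Fluorogenic readout (Ex 365/Em 440 nm) of 4-methylumbelliferone released from 1 mM 4-MU-alpha-galactoside by spleen homogenate, 40 min at 37C, pH 5.0. Data normalized to no-enzyme and enzyme controls; Hill-equation AC50 from compound titrations.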
# TR SRC2 fluor cs: Total Fluorescence Counterscreen for Inhibitors of the Interaction of Thyroid Hormone Receptor and Steroid Receptor Coregulator 2 | hit rate 0.29% among 280,000 | AID 1479, 2009 | Potency, µM (titrated, usually from 106 µM), inactives show top-dose fluorescence change, negative = quenching | TRb/SRC2 Texas Red total fluorescence interference; active = well fitted curve in either direction with a large enough effect; inconclusive = small, poorly fitted or top-dose-only effect
#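 Flags fluorescent or light-absorbing compounds by total fluorescence, S + 2P, at 555 nm excitation and 632 nm emission. Mixture: 20 nM Texas Red SRC2 peptide, 0.6 uM human TRb LBD, 1 uM T3, 5% DMSO; compound exposure 5 h at ambient temperature.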
# The depositor's hits bear a star; u = inconclusive; x = not tested or not shown; [ ] = remark or other dose. Unless noted, calls come from the whole dose curve; as a rule, active = well fitted curve in the direction sought with a large enough effect; inconclusive = small, poorly fitted or top-dose-only effect, or another doubt; inactive = no such curve, though single readings can be large; an effect the other way counts as inactive or inconclusive. Unless noted, % is set by controls: 0 for no effect and ±100 for the full control effect; potency is the fitted concentration of half-maximal effect.
# Values run as follows: L3MBTL1 block | ALDH1A1 inh | Tau ThT inhib | TRb SRC2 PPI | Tau FP inhib | Tau fluor cs | GLA spleen mod | TR SRC2 fluor cs
Cc1cc(C(=O)Nc2nc(-c3ccccn3)cs2)ccc1[N+](=O)[O-]
    x | u | 11.2µM* | -9.4% | 5.8% | u | -12.6% | -3.6%
Cc1noc(C)c1COc1cccc(C(=O)NCCc2c[nH]c3ccccc23)c1
    x | -8.2% | -16.7% | -4.0% | 9.6% | u | -0.2% | -0.2%
O=C(/C=C/c1cccs1)Nc1ccc(N2CCOCC2)c(S(=O)(=O)Nc2ccccc2Cl)c1
    -7.8% | -1.6% | -4.6% | 15.7% | u | u | -3.0% | 1.7%
Cc1cc(C)n(-c2nc(NCC(C)O)c3c4c(sc3n2)COC(C)(C)C4)n1 (stereo unspecified)
    -2.8% | -4.5% | -10.2% | -1.8% | 1.8% | 0.5% | -0.6% | -0.8%
COc1ccccc1CNC(=O)c1ccc(N2CCCC2)c(NC(=O)NCc2ccc(F)cc2)c1
    x | x | 7.7% | -4.7% | 6.4% | -15.0% | x | -0.6%
COc1ccc(NC(=O)c2oc3ccc(S(=O)(=O)N4CCCCC4)cc3c2C)cc1
    x | x | 9.9% | -4.4% | -4.1% | -17.6% | x | -1.9%
CCOC(=O)CN1CC23C=CC(O2)C(C(=O)NC2CCCCCC2)C3C1=O (stereo unspecified)
    4.9% | 11.3% | -11.0% | 3.3% | -2.5% | -0.7% | 6.2% | -2.1%
CCOC(=O)c1c(NC(=O)C(F)(OC)C(F)(F)F)sc(C(=O)N2CCCCC2)c1C (stereo unspecified)
    0.4% | u | -14.1% | -4.8% | 2.2% | -7.7% | -9.3% | 1.0%
O=S(=O)(NC1CCCCCC1)c1cccc2cccnc12
    3.3% | 14.1µM* | -16.7% | 0.0% | 4.2% | -19.2% | -4.5% | -3.3%
N#Cc1c2c(c(NCc3ccco3)n3c1nc1ccccc13)CCC2
    -4.0% | -1.6% | -10.9% | -0.6% | 0.2% | -0.7% | 14.1% | 1.0%
Fc1ccc(-c2nnc(CN3CCN(c4ccccn4)CC3)o2)cc1
    x | x | u | 5.7% | 3.6% | -10.0% | x | -0.5%
O=C(c1ccc2c(Cl)c3c(nc2c1)CCCC3)N1CCN(c2ccccc2)CC1
    x | x | u | -2.7% | -7.3% | -21.3% | x | -29.6%
CCOC(=O)c1c(S(=O)(=O)NCC(=O)Nc2cc(C)ccc2C)c(C)n(C)c1C
    x | x | -1.9% | 0.2% | 2.2% | -10.4% | x | 1.3%
Cc1ccc(-n2cc(CNC(C)Cn3cncn3)c(-c3ccc(F)cc3)n2)cc1 (stereo unspecified)
    21.6% | u | 9.7% | -7.6% | -0.9% | 2.0% | -0.3% | -2.9%
COc1ccc(C(=O)COC(=O)CCn2nnc(-c3cccc(O)c3OC)n2)cc1
    -0.4% | 29.6% | u | -1.4% | -8.4% | -13.8% | -0.5% | 1.8%
CCCCC(CC)CNC(=O)C(Cc1ccccc1)NS(=O)(=O)c1ccc2c(c1)CCC(=O)N2 (stereo unspecified)
    x | 13.2% | 2.4% | 2.8% | 0.8% | -1.3% | 0.0% | -0.9%
Cc1ccccc1/C=N/n1c(-c2ccccn2)n[nH]c1=S
    22.4µM* | x | -11.4% | 2.1% | -11.0% | -17.9% | -2.1% | -5.0%
O=C(/C=C/c1cccc(Br)c1)N1CCN(c2ccccn2)CC1
    -5.2% | 5.1% | -18.4% | -2.0% | 6.3% | -12.3% | -1.6% | -4.0%
CC(=O)N1CCc2c(sc3c2c(=O)n(-c2cc(Cl)ccc2C)c(=O)n3C)C1
    x | x | -13.0% | 19.9%[53 µM] | -3.3% | -12.4% | x | -103.1%[53 µM]
CC(=O)N1CC=CC1(CC(C)C)C(=O)NCc1ccc(C)o1 (stereo unspecified)
    x | -7.2% | u | -0.1% | -19.7% | -8.3% | -7.4% | -0.3%
Cc1cc(=O)[nH]c(SCC(=O)N2CCC(Cc3ccccc3)CC2)n1
    0.7% | -5.7% | -8.4% | -8.9% | -3.3% | 0.3% | -3.2% | 1.0%
COCCNc1nc2c(c(=O)n(C)c(=O)n2C)n1Cc1c(F)cccc1Cl
    x | x | -9.3% | -2.8% | -8.2% | -9.1% | x | -2.5%
O=C(NCC1CCCO1)c1ccc(Oc2ccc([N+](=O)[O-])cc2)cc1 (stereo unspecified)
    3.1%[11.4 µM] | -14.2% | -2.3% | -4.1% | -2.7% | -0.2% | 0.1% | -5.3%
OC1c2ccccc2-c2nc3ccccc3cc21 (stereo unspecified)
    x | u | u | -2.0% | 12.4% | -6.7% | 17.8% | -4.6%
COc1ccc(C2CC(c3cccs3)=NN2C(=O)CSc2nncs2)cc1OC (stereo unspecified)
    -3.9% | -3.3% | 2.2% | -1.9% | -8.9% | -4.2% | -0.6% | -2.9%
Cc1ccc2c(c1)-c1c(cnn1CC(=O)O)CO2
    0.3% | 2.5% | -3.3% | 4.7% | -1.9% | -3.3% | -7.3% | -3.0%
COC(=O)c1scc(S(C)(=O)=O)c1-n1cccc1
    -5.0% | x | -1.8% | -0.2% | 1.6% | -2.0% | 5.7% | -4.0%
N#CCCN(CCC#N)C(=S)NC1CC2C=CC1C2 (stereo unspecified)
    14.4% | -1.9% | -2.4% | -4.4% | 3.2% | -4.9% | 6.5% | -2.6%
Cc1nn2c(NCCCN3CCOCC3)c3c(nc2c1-c1ccccc1)CCC3
    -1.4% | u | -3.4% | -18.7% | 13.3% | -0.8% | 1.8% | -1.9%
NC(=O)/C=C/C(=O)Nc1ccc(Cl)cc1
    5.3% | 2.24µM* | u | -1.7% | 5.0% | 0.3% | -1.4% | -1.4%

# Entries shown so far that have a cyano group:
# Values run as follows: L3MBTL1 block | ALDH1A1 inh | Tau ThT inhib | TRb SRC2 PPI | Tau FP inhib | Tau fluor cs | GLA spleen mod | TR SRC2 fluor cs
N#Cc1c2c(c(NCc3ccco3)n3c1nc1ccccc13)CCC2
    -4.0% | -1.6% | -10.9% | -0.6% | 0.2% | -0.7% | 14.1% | 1.0%
N#CCCN(CCC#N)C(=S)NC1CC2C=CC1C2 (stereo unspecified)
    14.4% | -1.9% | -2.4% | -4.4% | 3.2% | -4.9% | 6.5% | -2.6%

# Other records:
# Values run as follows: L3MBTL1 block | ALDH1A1 inh | Tau ThT inhib | TRb SRC2 PPI | Tau FP inhib | Tau fluor cs | GLA spleen mod | TR SRC2 fluor cs
COc1cc(-c2nnc(SCC(=O)Oc3ccc(C)cc3C)o2)cc(OC)c1OC
    x | x | 4.1% | -4.5% | -0.5% | -5.6% | x | -1.4%
Cc1c(C(=O)NCc2ccc(F)cc2)c(-c2ccccc2)nn1-c1ccccc1
    x | u | -6.3% | -0.4% | -1.0% | -11.2% | -2.9% | 0.2%
CC1CCCCC1NC(=S)NC(=O)c1cccs1 (stereo unspecified)
    x | x | -4.2% | 1.4% | -3.8% | -18.2% | -0.7% | -1.1%
CCCCNc1nc(CC)c2c(c1C#N)CCCC2
    x | u | 0.3% | -12.4% | 8.6% | -8.6% | -3.0% | 0.6%
O=C(c1ccc(-n2nc(C(F)(F)F)c3c2CCCC3)cc1)N1CCOCC1
    5.0% | 6.1% | -0.2% | -9.1% | 11.3% | -0.1% | -2.6% | -0.8%
CN1C(=O)CC(N2CCN(c3ccccn3)CC2)C1=O (stereo unspecified)
    -8.5% | -14.7% | -6.4% | -3.7% | 2.5% | 2.6% | 12.9% | -0.6%
O=C(Nc1cccc(Cl)c1)Nc1ccccc1NS(=O)(=O)c1cccs1
    -2.5% | 10.8% | u | -1.5% | u | 11.2µM*[quencher] | -9.9% | -4.8%
Cc1ccc(CS(=O)(=O)c2ccc(C(=O)N3CCCCC3)cc2[N+](=O)[O-])cc1
    -13.2% | u | -13.9% | 3.1% | 5.3% | -12.4% | -9.7% | -4.1%
CC(C)(C)NC(=O)C(c1ccccn1)N(C(=O)c1ccc2c(c1)OCCO2)C1CCCC1 (stereo unspecified)
    1.8% | -0.9% | -17.0% | 0.9% | -11.4% | -11.9% | -2.7% | 1.0%
O=C(Oc1ccc(=O)n(-c2ccccc2)n1)c1ccc(F)cc1
    0.3% | 3.5% | u | -0.7% | 8.6% | 1.0% | 0.3% | -1.3%
Cn1c(CNC(=O)c2ccccc2F)nnc1SCc1ccc(F)cc1
    32.9%[activator] | 6.1% | 9.1% | -1.1%[53 µM] | 6.6% | 13.4% | 0.8% | -0.7%[53 µM]
CC(=O)N1CCc2c(sc(NC(=O)CSc3ccccc3)c2-c2nc3ccccc3s2)C1
    x | x | -7.3% | -0.2% | -5.5% | 3.2% | x | -2.0%
Clc1ccc(CSc2nc(NCCc3ccccc3)c3ccccc3n2)cc1
    x | x | -9.8% | 2.8% | -3.0% | -11.3% | x | -1.3%
Cc1ccc(S(N)(=O)=O)cc1NC(=O)C1CC2CCC1C2 (stereo unspecified)
    -2.6% | -11.4% | -7.5% | -0.1% | -4.4% | -2.0% | 1.8% | -1.6%
CC(=O)OCCC(C)C
    1.5% | -7.7% | x | 0.0% | x | x | 2.5% | -0.8%
CC(=O)NC1C(=O)N=C(SCC(=O)Nc2cccc(Cl)c2)NC1=O (stereo unspecified)
    -2.6% | 28.2µM* | -11.7% | 5.5% | -10.5% | -5.0% | 3.0% | -2.2%
CN(Cc1nc2ccccc2c(=O)[nH]1)CC(O)COCc1ccco1 (stereo unspecified)
    11.6% | 8.2% | -14.0% | -7.4% | -3.7% | -9.3% | 1.3% | -0.8%
CCOC(=O)c1cnc2c(ccc3ccccc32)c1NCCO
    7.4% | u | -1.5% | -12.1% | 0.0% | -10.3% | 10.4% | -1.1%
Cc1nc2ccccc2c(=O)n1Cc1ccco1
    -2.8% | -2.6% | -1.7% | 1.8% | -1.0% | -5.6% | -2.2% | -0.6%

# Screening results (PubChem BioAssay)

# Outcome played no part in choosing rows; any-hit rate near 8.5%.
